# From PubChem
# miR-122 sensor = miR-122 Renilla sensor signal increase in Huh7, primary screen, miR-122 inhibitor project, cell-based, single point, plate reader; Huh7 miR-122 Renilla luciferase sensor, 48 h; neutral wells = 0, positive control = 100; activation (reporter increase), % at 12.5 µM; 340,000 compounds, 0.3% hits; AID 602342, 2012;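 active = mean replicate activation score at least 90 and every replicate individually at or above 90; inconclusive = only one of the two criteria met; inactive = neither criterion met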;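 note: higher luciferase means less miR-122 activity so hits act as miR-122 inhibitors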
# ERAP1 inh = human ERAP1 aminopeptidase inhibitors, primary screen, biochemical, single point, plate reader. AID 652197, 2013. 340,000 compounds, 0.15% hits. recombinant ERAP1, Leu-AMC fluorescence, 60 min. Endoplasmic reticulum aminopeptidase 1 (Homo sapiens), Q9NZ08. inhibition, % at 10.7 µM;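 active = mean replicate inhibition of at least 30%, or all replicates individually reaching that 30% level; inactive = mean below 30% and not every replicate reaching it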;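 note: 0% = neutral control wells and 100% = L-leucinethiol positive control wells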
# Target sequence (Q9NZ08 whole entry, looked up): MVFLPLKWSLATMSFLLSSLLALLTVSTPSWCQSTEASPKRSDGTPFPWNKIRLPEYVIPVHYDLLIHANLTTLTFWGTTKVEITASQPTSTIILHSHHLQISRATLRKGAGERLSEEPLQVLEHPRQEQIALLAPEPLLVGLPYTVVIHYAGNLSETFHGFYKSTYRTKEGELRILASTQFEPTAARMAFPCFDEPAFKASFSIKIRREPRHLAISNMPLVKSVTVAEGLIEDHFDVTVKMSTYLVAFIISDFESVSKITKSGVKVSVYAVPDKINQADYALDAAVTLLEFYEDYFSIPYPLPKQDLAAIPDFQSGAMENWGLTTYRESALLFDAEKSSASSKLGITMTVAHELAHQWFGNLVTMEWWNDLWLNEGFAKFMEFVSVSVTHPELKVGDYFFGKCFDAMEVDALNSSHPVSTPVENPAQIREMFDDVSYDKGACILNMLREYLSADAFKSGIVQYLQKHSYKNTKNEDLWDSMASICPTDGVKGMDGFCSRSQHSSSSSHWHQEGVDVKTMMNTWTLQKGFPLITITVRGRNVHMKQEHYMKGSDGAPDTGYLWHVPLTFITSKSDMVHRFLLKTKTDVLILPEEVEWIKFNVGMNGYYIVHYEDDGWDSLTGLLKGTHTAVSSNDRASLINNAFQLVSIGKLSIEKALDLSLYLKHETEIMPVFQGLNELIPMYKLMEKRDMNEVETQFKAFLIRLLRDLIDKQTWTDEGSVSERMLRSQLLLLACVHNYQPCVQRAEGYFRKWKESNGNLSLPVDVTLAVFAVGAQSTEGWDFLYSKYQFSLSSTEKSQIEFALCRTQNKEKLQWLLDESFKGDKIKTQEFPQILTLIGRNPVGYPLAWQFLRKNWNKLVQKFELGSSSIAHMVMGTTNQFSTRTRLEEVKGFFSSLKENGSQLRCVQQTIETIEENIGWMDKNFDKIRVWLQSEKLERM
# F508del corr = F508del CFTR correction, initial screen, CFBE line, single point; CFBE cells, YFP halide quenching; stimulated with forskolin plus potentiator P3; % fluorescence drop versus neutral controls; activity (quench increase), % at 7.58 µM; 350,000 compounds, 0.36% hits;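 active = mean added fluorescence quench of at least 8% versus neutral control, with both replicates also reaching 8%; inconclusive = only one of the mean or replicate conditions met; inactive = mean below 8% and not both replicates reaching 8%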;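 note: cells transiently co-express mutant CFTR-F508del with the halide-sensitive YFP; corrector assay measuring rescue of mutant channel to the surface after 24 h compound exposure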
# ERp5 inh = inhibitors of ERp5-driven insulin aggregation, primary screen, biochemical, turbidity, absorbance 650 nm, single point | 350,000 compounds, 0.05% hits | 90 min | Protein disulfide-isomerase A6 (Homo sapiens), Q15084 | inhibition, % at 9.99 µM;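 active = mean replicate inhibition above about 25%, with every replicate also reaching it, limit read from the data, passing the limit was not always enough; inconclusive = only one of those two criteria met; inactive = neither criterion met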
# DENV2 CPE rescue = inhibitors of DENV2 cytopathic effect, primary screen, cell-based, plate reader, single concentration; DENV2-infected cells, cytopathic effect rescue; CPE inhibition, % at 9.99 µM; 350,000 compounds, 1.7% hits; AID 651640, 2012; in the data active = CPE inhibition above about 20%, passing the limit was not always enough; inconclusive = no clear call, values can overlap the other calls; tested in BHK-21 cells;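 note: 0% = median of neutral control wells and 100% = median of positive control wells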
# SIRT5 inh = SIRT5 desuccinylase inhibitors, primary screen, biochemical, fluorescence imaging, single point, set 5. 330,000 compounds, 1.1% hits. Purified SirT5, succinyl-peptide AMC, trypsin-coupled fluorescence. inhibition, % at 15 µM; in the data active = inhibition above about 15%; inconclusive = no clear call, values can overlap the other calls
# Casp6 inh = human caspase-6 inhibitors, primary screen, biochemical, VEID-R110 fluorescence, single point, set 2. AID 686996, 2013. 350,000 compounds, 0.53% hits. purified caspase-6, Z-VEID-R110 cleavage fluorescence. P55212. inhibition, % at 12.5 µM;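 active = mean inhibition across replicates at least about 35%, with every replicate also reaching that limit, limit read from the data; inconclusive = only one of the two criteria met; inactive = neither criterion met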;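 note: 0% = median of neutral control wells and 100% = no fluorescence left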
# Starred values were filed as active, the others as inactive; u = inconclusive; x = not tested or not shown; & = joins results of further samples; [ ] = another dose, or the depositor's remark.
miR-122 sensor,ERAP1 inh,F508del corr,ERp5 inh,DENV2 CPE rescue,SIRT5 inh,Casp6 inh,mol
13[16.7 µM],-1,-0.7,1,33*,-1,0,O=S(=O)(c1cccs1)N1CCCCN2[C@@H](CO)[C@H](c3ccc(Br)cc3)[C@@H]2C1
12[16.7 µM],0,-2.0,10,2,0,-3,CC(=O)N(C)C[C@@H]1[C@@H](c2ccc(-c3ccccc3)cc2)[C@H](CO)N1C(=O)C1CC1
8,19,x,4,-5,2,-3,Cc1cc2cc(C)c(NCCNC(=O)c3ccccc3Cl)nc2cc1C
x,x,-2.7,1,10,29*,x,CC(C)CC#Cc1ccc2c(c1)O[C@H](CN(C)Cc1ccc(C(=O)O)cc1)[C@@H](C)CN([C@H](C)CO)S2(=O)=O
-7,0,2.4,-1,3,3,3,NC(=O)CC1C(=O)N(c2ccccc2)C(=S)N1NC(=O)c1ccc(Br)cc1 (stereo not given)
68,1,1.0,2,-4,0,9,Cc1cc(-c2ccc(C)c(S(=O)(=O)NCCc3ccco3)c2)on1
-15,66*,x,14,x,11,-14,Cn1cc(/C=C/c2cc[n+](C)cc2)c2cc(F)ccc21
x,0,-0.2,4,1,1,-2,CC(Sc1ccccc1)C(=O)N/N=C/c1ccccc1 (stereo not given)
x,2,0.3,3,13,0,3,CCC(=O)N[C@@H]1CC[C@@H](CCn2cc(-c3cccc(OC)c3)nn2)O[C@H]1CO
-6,2,-7.0,8,10,x,1,CCn1nc(C(=O)NNS(=O)(=O)c2cc(/C=C/C(=O)O)cc(OC)c2OC)c2ccccc2c1=O
2,15,0.1,-5,0,-8,0,CC(NC(=O)c1ccc2ccccc2n1)c1ccc(Br)cc1 (stereo not given)
x,-1,6.0,1,5,x,1,COCc1[nH]nc2c1C(c1ccc3c(c1)OCO3)N(c1ccc(OC)cc1)C2=O (stereo not given)
x,-2,x,-2,8,3,-4,COc1cccc(-n2cnc3c(sc4nc(N5CCOCC5)c5c(c43)CCCC5)c2=O)c1
x,3,1.4,5,-1,-2,2,CN(C(=O)CSc1ncnc2scc(-c3ccccc3)c12)C1CCS(=O)(=O)C1 (stereo not given)
-7,-1,-0.7,1,-5,-2,x,CN(CCc1ccccc1)C(=O)c1cccc(NC(=O)Cc2cccc(NC(=O)C3CCN(C(=O)C4CCCCC4)CC3)c2)c1
-4,0,-2.3,8,-5,7,-1,O=C(c1ccccc1Cc1ccccc1)N1CCN(S(=O)(=O)c2ccccc2Br)CC1
5[16.7 µM],3,-2.8,2,15,1,3,C[C@@H]1CCCCO[C@@H](CN(C)Cc2ccncc2)[C@@H](C)CN([C@H](C)CO)C(=O)c2cc(NC(=O)CCCN(C)C)ccc2O1
3,2,-2.1,0,-5,-1,3,COc1cc(NC(=O)CCc2nnc3ccc(NCc4ccco4)nn23)cc(OC)c1
0[16.7 µM],1,1.0,1,u,2,2,C[C@@H]1CN([C@H](C)CO)C(=O)c2cc(C#Cc3ccccc3)cnc2O[C@H]1CN(C)Cc1ccccn1
-2,3,0.4,3,3,-1,-1,C=CCNC(=O)c1ccccc1NC(=O)C1CC(=O)N(C(C)C)C1 (stereo not given)

# Of the compounds above, 6 contain a halogen:
miR-122 sensor,ERAP1 inh,F508del corr,ERp5 inh,DENV2 CPE rescue,SIRT5 inh,Casp6 inh,mol
13[16.7 µM],-1,-0.7,1,33*,-1,0,O=S(=O)(c1cccs1)N1CCCCN2[C@@H](CO)[C@H](c3ccc(Br)cc3)[C@@H]2C1
8,19,x,4,-5,2,-3,Cc1cc2cc(C)c(NCCNC(=O)c3ccccc3Cl)nc2cc1C
-7,0,2.4,-1,3,3,3,NC(=O)CC1C(=O)N(c2ccccc2)C(=S)N1NC(=O)c1ccc(Br)cc1 (stereo not given)
-15,66*,x,14,x,11,-14,Cn1cc(/C=C/c2cc[n+](C)cc2)c2cc(F)ccc21
2,15,0.1,-5,0,-8,0,CC(NC(=O)c1ccc2ccccc2n1)c1ccc(Br)cc1 (stereo not given)
-4,0,-2.3,8,-5,7,-1,O=C(c1ccccc1Cc1ccccc1)N1CCN(S(=O)(=O)c2ccccc2Br)CC1

# The list continues:
miR-122 sensor,ERAP1 inh,F508del corr,ERp5 inh,DENV2 CPE rescue,SIRT5 inh,Casp6 inh,mol
x,-6,4.2,6,-2,-3,0,Cn1ncc(Cl)c1C(=O)N/N=C/c1cc2c(cc1[N+](=O)[O-])OCO2
x,-1,-1.7,0,-1,-1,6,CC(=O)COc1ccc2c(C)c(-c3ccccc3)c(=O)oc2c1
-3,0,2.0,-1,2,0,x,Nc1ncnc2c1ncn2[C@@H]1O[C@H](CO)[C@@H](O)[C@H]1O
-4,6,-1.4,7,u,3,7,O=C(NC(Cc1ccccc1)C(=O)NC(Cc1ccccc1)C(=O)O)c1ccccc1 (stereo not given)
-4,-1,-1.0,-4,18,-2,1,C=CCn1cn[nH]c1=S
-2[16.7 µM],4,-3.5,-1,-6,4,0,C[C@H](CO)N1C[C@H](C)[C@@H](CN(C)C(=O)c2ccccn2)Oc2ncc(C#Cc3ccccc3)cc2C1=O
x,-1,-1.6,3,1,-1,2,CCOc1ccc(N2C(=O)C3ON(c4ccccc4)C(c4ccco4)C3C2=O)cc1 (stereo not given)
x,-2,-1.5,1,-2,11,1,Cc1ccc(C(=O)NN2C(=O)C3C4C=CC(C5CC45)C3C2=O)cc1 (stereo not given)
x,1,-2.4,4,x,2,1,COC(=O)c1ccccc1NC(=O)c1cnn2c(C)cc(C)nc12
x,-1,-1.8,5,-7,-2,-1,CCC(=O)N1C[C@@H](C)[C@H](OC)CN(C)C(=O)c2ccc(NC(=O)CC(F)(F)F)cc2OC[C@H]1C
x,3,1.3,16,-5,-5,-1,Cc1cc(C)cc(NC(=O)COC(=O)COc2cccc3c2OC(C)(C)C3)c1
5,2,-1.0,2,4,2,-2,CC(NS(=O)(=O)c1ccc(Br)cc1)C(c1cccs1)N1CCOCC1 (stereo not given)
-3,-2,-0.8,-2,-6,-5,-3,CC(C(=O)Nc1ccccn1)N1C(=O)c2ccccc2S1(=O)=O (stereo not given)
2,8,3.1,3,-5,14,-2,c1ccc(Cn2nnnc2C(c2ccncc2)N2CCOCC2)cc1 (stereo not given)
x,4,3.6,-5,1,x,53*,C[n+]1c(-c2ccccc2)cc2c(=Cc3ccccc3)c3ccccc3n21
-20,1,0.9,-3,x,-1,4,CN(C)S(=O)(=O)c1cccc(NC(=O)COc2cccc(C#N)c2)c1
-2,x,-0.8,1,-12,x,7,O=C(O)c1cc([N+](=O)[O-])ccc1NCc1ccccn1
-4,4,1.0,1,13,-4,1,COc1cc2cc(C(=O)N/N=C/c3ccc(F)cc3)[nH]c2cc1OC
5[16.7 µM],2,-1.8,-1,3,3,29,COc1ccc(CNC(=O)C[C@@H]2C[C@H]3c4cc(NS(=O)(=O)c5ccc(F)cc5)ccc4O[C@H]3[C@@H](CO)O2)cc1
x,4,-2.7,1,-1,7,0,Cc1noc(C)c1NC(=O)NC[C@H]1CC[C@H]2[C@H](CN2Cc2cccc(-c3ccccn3)c2)O1

# Given as tab-separated lines: 4 of the compounds above
compound	miR-122 sensor	ERAP1 inh	F508del corr	ERp5 inh	DENV2 CPE rescue	SIRT5 inh	Casp6 inh
O=C(c1ccccc1Cc1ccccc1)N1CCN(S(=O)(=O)c2ccccc2Br)CC1	-4	0	-2.3	8	-5	7	-1
C[C@@H]1CCCCO[C@@H](CN(C)Cc2ccncc2)[C@@H](C)CN([C@H](C)CO)C(=O)c2cc(NC(=O)CCCN(C)C)ccc2O1	5[16.7 µM]	3	-2.8	2	15	1	3
COc1cc(NC(=O)CCc2nnc3ccc(NCc4ccco4)nn23)cc(OC)c1	3	2	-2.1	0	-5	-1	3
C[C@@H]1CN([C@H](C)CO)C(=O)c2cc(C#Cc3ccccc3)cnc2O[C@H]1CN(C)Cc1ccccn1	0[16.7 µM]	1	1.0	1	u	2	2

# Reprinted at random: 2 entries already listed, in no set order.
miR-122 sensor,ERAP1 inh,F508del corr,ERp5 inh,DENV2 CPE rescue,SIRT5 inh,Casp6 inh,mol
5,2,-1.0,2,4,2,-2,CC(NS(=O)(=O)c1ccc(Br)cc1)C(c1cccs1)N1CCOCC1 (stereo not given)
x,-1,-1.7,0,-1,-1,6,CC(=O)COc1ccc2c(C)c(-c3ccccc3)c(=O)oc2c1

# More results:
miR-122 sensor,ERAP1 inh,F508del corr,ERp5 inh,DENV2 CPE rescue,SIRT5 inh,Casp6 inh,mol
x,x,-1.9,4,-3,-3,-1,Cc1cc(C)nc(N2CCN(c3nc(-c4ccccc4)nc4c3oc3ccccc34)CC2)n1
5,-1,4.1,-4,x,2,-2,CSCCC(NS(=O)(=O)c1ccc2c(c1)OCCO2)C(=O)N(C)Cc1ccccc1F (stereo not given)
x,-1,x,-6,7,10,2,CCN(CC)c1ccc(NC(=O)COc2ccccc2C)cc1S(=O)(=O)Nc1ccccc1OC
-2,-2,-3.6,1,-6,1,0,COCCNC(=O)C1CC(c2cccc(OC)c2)=NO1 (stereo not given)
-3,-2,-0.6,17,0,-2,-3,O=C(c1cnc(Cl)c(Cl)c1)N1CCN(S(=O)(=O)c2ccc3ccccc3c2)CC1
-5[16.7 µM],0,0.6,-4,8,4,0,C[C@H]1CN([C@@H](C)CO)C(=O)c2cc(NC(=O)C3CCCCC3)ccc2O[C@H]1CN(C)Cc1ccc(C(F)(F)F)cc1
1,2&4,0.9&0.2,-5&1,9&-1,-1&0,4&-2,O=C(O)C1=C[C@H](c2coc3ccccc3c2=O)C[C@H](OCc2ccc(CO)cc2)O1
2,-3,1.3,2,4,-1,2,COc1ccc(NC(=O)c2ccc3ccccc3c2)cc1
x,-1,4.2,4,-10,0,-1,Cc1ccc(NC(=O)C(=O)NCCN2CCN(S(C)(=O)=O)CC2)cc1
2,-1,3.1,3,-6,-1,5,Cc1ccc(C(=O)NC(=S)Nc2cccc(-c3nc4ccccc4s3)c2)cc1
x,-3,-2.8,-3,2,-3,-2,COc1ccccc1Sc1nc(-c2ccccc2)ncc1OC
x,0,-1.7,1,-3,-4,-3,CC(C)CC(C(=O)NC1CCCCC1)N(Cc1ccccc1)C(=O)c1snc(C(N)=O)c1N (stereo not given)
0,-6,-2.8,5,0,0,2,CCOC(=O)C1=C(C)NC(=O)NC1c1c(OC)ccc2ccccc12 (stereo not given)
1,-1,-1.1,-1,1,-6,-1,Cc1cc(=O)oc2cc(NC(=O)c3cccc(Br)c3)ccc12
-1,1,0.1,3,2,13,-1,CCOC(=O)C1CCCN(Cc2nc(CC3CC3)no2)C1 (stereo not given)
-1,-2,1.5,0,7,6,1,Cc1nc(C(=O)N2CCCC(N3CCN(c4ccc(F)cc4)CC3)C2)cs1 (stereo not given)
x,-2,-1.4,-3,-1,2,0,NS(=O)(=O)c1ccc(NC(=S)NCc2ccc3c(c2)OCO3)cc1
x,0,-1.6,4,17,0,1,CCN1CCN(C(=O)c2cccc(OC3CCN(S(C)(=O)=O)CC3)c2)[C@@H](C)C1=O
x,-4,0.3,0,0,0,1,CC(C)(C)[S@@](=O)N1Cc2cc(C(=O)NCC(F)(F)F)nc(-c3cccc(-c4cccc(F)c4)c3)c2[C@H]1CCO
x,-1,1.2,6,5,-2,1,Cn1cc(S(=O)(=O)N2CCCC2)cc1C(=O)NCc1ccc(Cl)cc1
2,4,3.3,-1,-9,2,0,CCNc1ccc(N=Nc2c(C)n(C)n(-c3ccccc3)c2=O)cc1
x,44*,-3.4,2,-13,x,0,CC(C)NC(=O)C1C(c2ccc(C(F)(F)F)cc2)=Nc2ccccc2N1C(=O)c1ccco1 (stereo not given)
